# Bioassay records (PubChem)
# BCLXL inh: inhibitors of human Bcl-xL, primary screen, biochemical, fluorescence polarization, HTS. Bcl-2-like protein 1 (Homo sapiens), Q07817. GST-Bcl-xL / FITC-Bim BH3 peptide fluorescence polarization. actives 0.7% (n = 320,000). inhibition, % at 10.9 µM;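 active = inhibition above the mean of all tested compounds plus 3 SD, cutoff set per campaign, cut at about 30% in these data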;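 note: 0% = DMSO wells and 100% = unlabeled Bim-BH3 peptide competitor; inhibitors lower millipolarization by displacing the labeled peptide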
# Target sequence (Q07817 whole entry, looked up): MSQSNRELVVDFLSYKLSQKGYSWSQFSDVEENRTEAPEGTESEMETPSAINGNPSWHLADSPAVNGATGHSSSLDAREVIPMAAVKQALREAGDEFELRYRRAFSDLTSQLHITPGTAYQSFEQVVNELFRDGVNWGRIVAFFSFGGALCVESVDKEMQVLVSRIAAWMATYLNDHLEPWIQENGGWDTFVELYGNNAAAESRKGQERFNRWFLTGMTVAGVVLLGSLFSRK
# Fam108B counter: mouse Fam108B serine hydrolase inhibitors, primary screen, counter-screen for RBBP9 inhibitor project, biochemical, fluorescence polarization. actives 0.33% (n = 300,000). inhibition, % at 9.51 µM. recombinant Fam108B, FP-Rh probe fluorescence polarization;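 active = inhibition above the screen mean inhibition plus 3 SD, computed separately per campaign, cut at about 18% in these data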;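 note: inhibitors lower polarization as less probe binds the enzyme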
# CR mimetic SO: reduction of superoxide in aged yeast, primary screen, HTS | S. cerevisiae aged cells, superoxide DHE fluorescence; stronger effect = lower value | superoxide response (% of plate mean), % at 10 µM | actives 0.18% (n = 330,000);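 active = superoxide response under a set limit, about three screen SD below normal, cut at about 65% in these data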;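 note: yeast aged for seven days with compound at 30 °C before DHE staining; 100% = average MFI of all compound-treated wells on the plate with controls excluded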
# MEX-5 binding: MEX-5 zinc finger RNA-binding disruptors – biochemical, C. elegans, fluorescence polarization, MLPCN library, primary screen; Zinc finger protein mex-5 (Caenorhabditis elegans), Q9XUB2; MEX-5/FITC-TCR2 RNA binding; stronger effect = lower value; activity score (negative = inhibition of binding), % at 10 µM; actives 0.38% (n = 300,000);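 active = inhibition past about -25% in most replicates, and total fluorescence under double the plate's negative control median, limit read from the data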;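 note: 0% = DMSO and -100% = 5 µM competing unlabeled TCR2 RNA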
# Efflux pump inh: inhibitors of Candida efflux pumps in yeast, primary screen, S. cerevisiae, Nile Red, multiplex. S. cerevisiae Candida pump triplex. actives 0.44% (n = 330,000). inhibition, % at 10 µM;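 active = plate passing quality check with inhibition over a set limit, or well fluorescence over plate mean plus 4 SD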;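 note: Nile Red retained in pooled yeast measured as flow cytometry median fluorescence; 0% = buffer negative control and 100% = Enniatin B positive control; higher means more Nile Red kept so more efflux inhibition; some compounds called inactive have numbers as strong as hits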
# GLD-1 TGE inh: GLD-1/TGE RNA complex disruptors, primary screen, biochemical, fluorescence polarization; Female germline-specific tumor suppressor gld-1 (Caenorhabditis elegans), Q17339; actives 0.44% (n = 320,000); AID 2280, 2010; inhibition, % at 5.96 µM; purified GLD-1 + fluorescein TGE RNA;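 active = percent inhibition above a per-plate cutoff, the plate mean of test compounds plus 3 SD, cut at about 30% in these data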;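 note: 0% = DMSO wells with GLD-1 and probe and 100% = wells lacking GLD-1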
# Target sequence (Q17339 whole entry, looked up): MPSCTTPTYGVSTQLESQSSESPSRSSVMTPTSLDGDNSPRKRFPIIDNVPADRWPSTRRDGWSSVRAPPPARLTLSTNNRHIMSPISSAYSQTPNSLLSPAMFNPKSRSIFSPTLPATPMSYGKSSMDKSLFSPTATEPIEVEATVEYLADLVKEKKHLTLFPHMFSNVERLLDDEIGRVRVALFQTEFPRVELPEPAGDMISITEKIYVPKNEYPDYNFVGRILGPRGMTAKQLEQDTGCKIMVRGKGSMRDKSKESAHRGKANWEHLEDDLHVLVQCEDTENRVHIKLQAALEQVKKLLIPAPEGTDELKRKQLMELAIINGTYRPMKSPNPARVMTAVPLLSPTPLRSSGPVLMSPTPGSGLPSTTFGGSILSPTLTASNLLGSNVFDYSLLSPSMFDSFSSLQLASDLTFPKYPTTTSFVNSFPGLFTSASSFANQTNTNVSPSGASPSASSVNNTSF
# ZTA counter: counter-screen for EBNA-1 inhibitors: inhibitors of Epstein-Barr virus ZTA; P03206; ZTA-DNA binding, fluorescence polarization; inhibition, % at 11 µM; actives 0.15% (n = 320,000); in the data active = inhibition above about 33%
# Target sequence (P03206 whole entry, looked up): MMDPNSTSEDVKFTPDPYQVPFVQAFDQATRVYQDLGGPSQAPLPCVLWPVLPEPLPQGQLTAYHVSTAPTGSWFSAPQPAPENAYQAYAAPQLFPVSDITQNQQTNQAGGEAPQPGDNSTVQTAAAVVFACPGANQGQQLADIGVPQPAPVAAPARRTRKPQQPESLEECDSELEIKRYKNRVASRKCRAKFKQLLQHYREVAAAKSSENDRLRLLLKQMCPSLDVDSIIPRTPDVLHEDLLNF
# MCL1 BIM primary: inhibitors of MCL1 binding to BIM-BH3, primary screen, biochemical, fluorescence polarization | AID 2057, 2009 | GST-MCL1 / FITC-Bim-BH3 fluorescence polarization | inhibition, % at 10.9 µM | actives 0.68% (n = 320,000) | Induced myeloid leukemia cell differentiation protein Mcl-1 (Homo sapiens), Q07820;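 active = inhibition above the mean inhibition of all tested compounds plus 3 SD, set per campaign, cut at about 40% in these data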;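 note: 0% = DMSO wells and 100% = unlabeled Bim-BH3 peptide control; higher means more loss of mP so more displacement of Bim peptide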
# EBNA-1 inh: EBNA-1 DNA-binding inhibitors, primary screen, biochemical, fluorescence polarization | actives 0.34% (n = 300,000) | inhibition, % at 14.8 µM; in the data active = inhibition above about 28%
# * hit, by the source's call; · = not tested or not shown; & = joins results of further samples.
SMILES,BCLXL inh,Fam108B counter,CR mimetic SO,MEX-5 binding,Efflux pump inh,GLD-1 TGE inh,ZTA counter,MCL1 BIM primary,EBNA-1 inh
CC1CC(C)CN(C(=O)COC(=O)c2ccc3c(c2)C(=O)N(Cc2ccco2)C3=O)C1 (centres undefined),1,·,110,·,0.1,10,2,-1,·
CN(CC(=O)NCc1ccccn1)S(=O)(=O)c1cc(Cl)ccc1Cl,3,-4,96,0.4,0.0,2,-2,6,-3
Clc1ccc(SCCn2cncn2)cc1,3,0,96,-2.8,-0.1,0,14,2,8
O=C(COC(=O)c1ccc(Cl)nc1)NCCC1=CCCCC1,1,-1,89,-0.4,-0.1,-2,-1,-1,12
COCC(C)n1c(C)cc(C(=O)CN2C(=O)NC3(CCCCC3C)C2=O)c1C (centres undefined),-2,-1,108,0.4,0.2,2,8,-5,-8
CCc1ccc(NC(=O)CCc2nc3cccnc3n2Cc2ccc(OC)cc2)cc1,4,-2,106,0.6,0.5,4,2,2,0
COc1ccccc1NC(=O)C1CCN(C(=O)C2CC(=O)N(c3ccc(C)cc3)C2)CC1 (centres undefined),5,-6,99,1.1,-0.2,11,-8,6,1
O=C1CN(C(=O)c2ccccn2)c2ccccc2N1,7,-2,94,0.7,0.0,3,-12,0,10
Cn1cccc1Cc1nnc(SCC(=O)Nc2ccc(F)cc2)n1CCc1ccccc1,2,-3,84,-9.4,0.2,0,5,-2,-2
CN(C)c1ccc(C(=O)NCc2ccc3c(c2)OCO3)cc1,5,-5,97,1.5,-0.6,-3,5,2,3
Cc1sc2cc(-c3cccc([N+](=O)[O-])c3)c(-c3cccc([N+](=O)[O-])c3)c[n+]2c1C,3,0,123,0.4,0.3,9,-7,-7,-10
CCCCOc1cc(C(=O)NCCN(CC)CC)c2ccccc2n1,1&8,-3&0,98&104,5.0&2.0,0.0&0.0,-2&-8,12&9,0&7,2&14
Cc1cc(-c2cccc([N+](=O)[O-])c2)nc2ccccc12,-4,3,104,2.0,-0.3,4,9,-7,3
CCc1nc(SCC(=O)c2ccccc2)c2ccccc2n1,8,-1,86,1.6,0.0,-1,-8,10,-5
CCOC(=O)c1sc(NCc2ccco2)c(-c2nc3ccccc3s2)c1N,-13,7,98,-2.2,-0.1,-6,9,-28,4
COC(=O)c1ccccc1NC(=O)Nc1ccc(C(=O)N2CCCC2)cc1,-7,2,97,0.9,-0.3,-2,5,0,-19
CCN(CC)CC(C)CNC(=O)C1(O)c2ccccc2NC(=O)N1c1ccc(Cl)c(Cl)c1 (centres undefined),6,1,88,0.3,-0.1,2,-4,8,4
Cc1ccc(OCC(=O)N(Cc2ccccc2)C2CCS(=O)(=O)C2)c([N+](=O)[O-])n1 (centres undefined),-3,-2,99,5.4,0.0,-3,7,-9,9
COc1ccc(Nc2nc(NCCCN3CCOCC3)nc(N)c2[N+](=O)[O-])cc1,14,4,87,-1.5,-0.1,1,9,20,0
OCCN1CCN(c2cc(C(F)(F)F)nc3c(F)cccc23)CC1,2,2,106,-2.1,0.2,6,-1,-4,-5
O=C(NNC(=O)C1CCCN(c2ncccn2)C1)c1ccncc1 (centres undefined),3,-1,98,5.3,-0.1,4,12,10,-2
COC(=O)c1ccc(OCC(=O)c2ccccc2)cc1,6,3,88,0.7,-0.1,-4,-9,11,6
CCOC(=O)CSc1nc(-c2ccncc2)ccc1C#N,2,-4,103,0.2,0.0,-5,18,0,3
CCCCOC(=O)Cn1c(=O)n(CC(=O)OCCCC)c2ccccc21,4,2,96,-2.0,0.0,-2,-1,2,6
Cc1ccc(S(=O)(=O)NNC(=O)c2sc3nc(C)cc(C)c3c2-n2cccc2)cc1,2,0,88,-0.6,0.0,4,-6,4,-2
# (further entries)
SMILES,BCLXL inh,Fam108B counter,CR mimetic SO,MEX-5 binding,Efflux pump inh,GLD-1 TGE inh,ZTA counter,MCL1 BIM primary,EBNA-1 inh
Cc1cc(C)c(-c2csc(NC(=O)C3=COCCO3)n2)cc1C,1,3,93,-0.6,0.1,5,6,1,-13
Cc1ccc(NC(=O)COC(=O)c2cccnc2)c(C)c1,2,0,102,2.3,-0.1,4,1,-3,-1
COc1ccc(-c2cn(-c3ccccc3)c(=S)[nH]2)cc1OC,3,4,98,0.4,0.0,-2,10,13,1
O=S(=O)(Nc1cccc(-c2cn3cccnc3n2)c1)c1ccc(F)cc1,2,1,92,2.3,0.0,-1,-1,2,9
CC(C)C1NCCc2c1sc1ccccc21 (centres undefined),4,1,91,-1.9,-0.1,2,0,11,4
NC(=O)CC(NC(=O)c1cccc(Br)c1)c1ccc(N2CCC(N3CCCC3)CC2)c([N+](=O)[O-])c1 (centres undefined),-1,-1,98,0.7,-0.1,0,-12,0,-11
CCN1C(=O)[C@H]2[C@@H](c3ccc(-c4ccc(Cl)c(Cl)c4)cc3)N3CCCC[C@@]3(C(=O)OC)[C@H]2C1=O,4,-2,·,1.1,·,12,-9,4,-19
CCC(C)(C)NC(=O)CN(Cc1cccs1)C(=O)CCC(=O)Nc1nccs1,2,-1,90,3.4,-0.1,5,-13,0,-5
Cc1nc2ccccc2n1/N=C/c1ccc([N+](=O)[O-])o1,6,1,94,7.5,0.0,6,-6,5,-2
COc1ccc(CCNC(=O)CN(c2ccc(OC)c(OC)c2)S(C)(=O)=O)cc1OC,2,-7,99,-0.9,0.0,-5,6,1,4
CSc1ccc(NC(=O)C(C)N2CCN(C)CC2)cc1 (centres undefined),-1,0,77,-0.9,-0.1,0,-11,-2,4
COc1ccccc1C(=O)Nc1ccc(-c2nnn(CC(=O)N3CCN(C(=O)c4ccco4)CC3)n2)cc1,0,-2,75,1.2,0.0,51*,-5,-4,5
COc1ccccc1Nc1nc(-c2sc(N)nc2C)cs1,5,-1,97,-2.8,-0.2,6,2,-7,7
CC(C)Cn1c(CN2CCCCC2C)nc2c1c(=O)n(C)c(=O)n2C (centres undefined),0,-2,116,2.4,0.1,-1,3,-1,1
CCCN1CCN(C(=S)Nc2ccc(S(N)(=O)=O)cc2)CC1,2,-1,86,-3.7,0.0,4,1,4,8
Cc1cccc(Nc2nnc(SC3CCOC3=O)s2)c1C (centres undefined),0,2,102,-1.8,0.0,0,-5,-9,5
O=C(NCC1CCCN1S(=O)(=O)c1cccs1)C(=O)Nc1ccc(F)cc1F (centres undefined),0,2,110,0.9,0.1,0,-11,-3,-19
Cc1ccc(OCc2nc(-c3ccccn3)n[nH]2)cc1,-3,-9,109,17,0.2,2,-4,-12,-21
COC/C=C/C1=CC2=CC(=O)C(C)(OC(=O)CCC(=O)OC)C(=O)C2=CO1 (centres undefined),46*,8,90,-19,-0.2,47*,30,64*,18
Cc1ccc(-c2cccc(C3CC=CC4C3C(=O)N(Cc3ccccc3)C4c3ccc(C(F)(F)F)cc3)c2)cc1 (centres undefined),4,0,110,2.5,0.1,7,-5,1,0
COc1ccc(CCNC(=O)CSc2ccc(-c3cccs3)nn2)cc1OC,1,5,93,1.4,-0.5,-4,-6,6,11
CS(=O)(=O)c1ccc(Oc2ccc(-c3nnco3)cc2)c([N+](=O)[O-])c1,1,0,99,-6.1,0.0,3,-3,-1,-6
CCOC(=O)C(=O)Nc1ccc(S(=O)(=O)Nc2nccs2)cc1,2,4,90,-0.1,0.1,4,-26,2,-12
CSc1nccc(Nc2ccccc2)c1C#N,0,3,95,-6.1,-0.1,1,0,-4,-1
CC1CCc2nc(N)c(C#N)c(-c3ccncc3)c2C1 (centres undefined),7,1,93,-0.1,0.1,10,-5,1,1

# Brought forward from above: 4 compounds, then new ones.
SMILES,BCLXL inh,Fam108B counter,CR mimetic SO,MEX-5 binding,Efflux pump inh,GLD-1 TGE inh,ZTA counter,MCL1 BIM primary,EBNA-1 inh
CS(=O)(=O)c1ccc(Oc2ccc(-c3nnco3)cc2)c([N+](=O)[O-])c1,1,0,99,-6.1,0.0,3,-3,-1,-6
CCOC(=O)C(=O)Nc1ccc(S(=O)(=O)Nc2nccs2)cc1,2,4,90,-0.1,0.1,4,-26,2,-12
CSc1nccc(Nc2ccccc2)c1C#N,0,3,95,-6.1,-0.1,1,0,-4,-1
CC1CCc2nc(N)c(C#N)c(-c3ccncc3)c2C1 (centres undefined),7,1,93,-0.1,0.1,10,-5,1,1
CCOC(=O)CNC=C(C(=O)OCC)C(=O)OCC,-3,2,92,-1.8,-0.1,-4,-17,0,1
COc1cccc(CNC(=O)CNS(=O)(=O)c2ccc(Br)s2)c1,3,-3,99,1.1,-0.1,-6,4,3,-14
CC(C)CNC(=O)NC(=O)COC(=O)C1CSC2(c3ccc(F)cc3)CCC(=O)N12 (centres undefined),5,-2,105,-1.2,0.2,5,9,0,2
Cc1cccc(OCCC(=O)Nc2nnc(C)s2)c1,5,0,104,·,0.0,1,2,5,-2
COc1ccc(CCNC2CC(=O)N(C)C2=O)cc1OC (centres undefined),1,-2,88,1.6,0.1,-2,-1,3,6
COCCNCCCOc1ccc(C(C)(C)c2ccccc2)cc1,5,-5,99,-1.3,0.0,4,-8,9,10
Cc1sc2nc(CSc3nc4ccccc4c(=O)n3CCCN3CCOCC3)[nH]c(=O)c2c1C,-7,3,111,·,0.0,-12,-6,-22,3
CCC(C)S(=O)(=O)c1snnc1C (centres undefined),3,1,101,-2.5,0.0,5,1,14,8
COc1ccccc1NS(=O)(=O)c1cc(NC(=O)c2ccncc2)ccc1N1CCOCC1,-1,-1,122,0.8,0.4,-3,7,-7,-15
O=C(Cn1nnc(-c2ccccc2)n1)OCc1ccccc1,3,2,118,1.0,-0.1,3,9,-1,2
CCOc1ccc(C(=O)Nc2cccc3cccnc23)cc1,-1,-3,108,-1.3,0.3,-5,-2,-6,-18
COc1ccccc1-n1c(-c2cc(-c3ccco3)[nH]n2)n[nH]c1=S,20,10,102,1.8,0.0,4,5,30,3
O=C1C2C3C=CC(C4CC34)C2C(=O)N1c1nccs1 (centres undefined),3,1,105,1.3,-0.1,1,-9,3,1
Cc1cc(N2CCc3ccccc32)n2ncnc2n1,8,0,93,0.0,0.0,0,-3,2,-7
CCOC(=O)c1c(N)sc2c1CCCC2=O,6,3,109,2.0,0.0,-1,-7,-1,-2
COc1ccc(CCN2CC(C(=O)NCCN3CCNC3=O)CCC2=O)cc1 (centres undefined),3,5,79,-0.6,0.1,9,-11,2,-7
CC(=O)C1C(c2ccc([N+](=O)[O-])cc2)C2C(C)=NN=C2CC1(C)O (centres undefined),0,-3,91,0.8,0.0,0,-4,-6,-1
O=C(Nc1ccc(Cl)c(Cl)c1)Nc1ccc([N+](=O)[O-])cn1,7,4,104,1.8,0.0,0,-19,5,-16
Cc1cnc(C(=O)OCC(=O)N2CCN(C(=O)c3ccco3)CC2)cn1,-3,-1,112,-1.6,-0.1,-4,9,2,12
O=C(Nc1ccncc1)c1ccccc1Cl,2,3,108,3.7,0.3,6,-6,-2,-6
CC(=O)Nc1ccc(S(=O)(=O)NC(C)C(=O)NCC(c2ccco2)N2CCCCC2)cc1 (centres undefined),6,·,79,·,-0.2,0,-8,-2,·

# A few values from above:
# Cc1sc2nc(CSc3nc4ccccc4c(=O)n3CCCN3CCOCC3)[nH]c(=O)c2c1C in MCL1 BIM primary shows -22
# OCCN1CCN(c2cc(C(F)(F)F)nc3c(F)cccc23)CC1 in CR mimetic SO shows 106
# Cc1cccc(Nc2nnc(SC3CCOC3=O)s2)c1C (centres undefined) in EBNA-1 inh shows 5
